SR-BI HDL uptake – inhibitors of SR-BI mediated HDL lipid uptake, primary screen, ldlA[mSR-BI] cells, fluorescence, single point; 0.96% of 320,000 active; ldlA[mSR-BI] CHO cells, DiI-HDL uptake fluorescence, 3 h; inhibition, % at 12.5 µM; Scavenger receptor class B member 1 (Mus musculus), Q61009; AID 488896, 2010;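 active = mean replicate inhibition of at least 70% and a set share of replicates each scoring 70 or more; inconclusive = meets just one of the two criteria; inactive = fails both criteria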;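 note: 0% = median of neutral control wells and 100% = median of positive control wells; values of inactives mirror those of a sister screen read the other way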
Target sequence (Q61009 whole entry, looked up): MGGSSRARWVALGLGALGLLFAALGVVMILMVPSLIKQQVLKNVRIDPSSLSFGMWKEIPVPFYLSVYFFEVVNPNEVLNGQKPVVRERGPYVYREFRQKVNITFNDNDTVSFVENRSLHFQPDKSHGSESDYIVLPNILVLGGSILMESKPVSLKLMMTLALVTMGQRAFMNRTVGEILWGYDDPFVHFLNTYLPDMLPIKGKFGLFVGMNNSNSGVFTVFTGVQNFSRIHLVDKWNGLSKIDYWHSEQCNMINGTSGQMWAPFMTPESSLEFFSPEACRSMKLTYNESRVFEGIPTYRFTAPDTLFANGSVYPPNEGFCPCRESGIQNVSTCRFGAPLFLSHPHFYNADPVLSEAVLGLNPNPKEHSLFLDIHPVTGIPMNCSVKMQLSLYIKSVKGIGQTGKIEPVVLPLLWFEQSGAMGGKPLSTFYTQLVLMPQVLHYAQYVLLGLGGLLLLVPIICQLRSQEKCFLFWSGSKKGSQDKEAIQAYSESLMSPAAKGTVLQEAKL
MITF act – activators of MITF-driven TRPM1 promoter reporter, primary screen, cell-based, SK-MEL-5, luciferase, single point | SK-MEL-5 TRPM1-promoter luciferase, 24 h; % of positive control, neutral wells = 0 | activation, % at 12.5 µM | 0.75% of 300,000 active;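 active = mean activation of at least 80% with every replicate also reaching 80%; inconclusive = mean reaches 80% but some replicate falls short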;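 note: 0% = neutral control wells and 100% = parthenolide positive control wells; values of inactives mirror those of a sister screen read the other way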
CDK5 p35 inh – inhibitors of human CDK5/p35 kinase, primary screen, biochemical, single concentration; Cyclin-dependent kinase 5 (Homo sapiens) + Cyclin-dependent kinase 5 activator 1 (Homo …; Recombinant CDK5/p35, ADP-Glo luminescence, 60 min; inhibition, % at 10 µM; 0.01% of 330,000 active;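 active = highest replicate inhibition of at least 50% and at least 75% of replicates reaching 50%; inconclusive = only one of the two criteria met; inactive = both criteria failed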;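 note: plate controls were DMSO neutral control for no effect and GW8510 at 10 µM for full effect; many of its hits are not listed in these tables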
Rtt109 HAT inh – inhibitors of C. albicans Rtt109/Vps75 HAT, primary screen, biochemical, ThioGlo CoA-SH fluorescence, plate reader; Histone acetyltransferase RTT109 (Candida albicans (strain SC5314 / ATCC MYA-2876)), …; purified Rtt109/Vps75, 4 h; inhibition, % at 34.9 µM; 0.16% of 330,000 active;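 active = inhibition of at least 50% in every replicate; inconclusive = best replicate reaches 50% inhibition but some replicates fall short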
Target sequence (Q5AAJ8 whole entry, looked up): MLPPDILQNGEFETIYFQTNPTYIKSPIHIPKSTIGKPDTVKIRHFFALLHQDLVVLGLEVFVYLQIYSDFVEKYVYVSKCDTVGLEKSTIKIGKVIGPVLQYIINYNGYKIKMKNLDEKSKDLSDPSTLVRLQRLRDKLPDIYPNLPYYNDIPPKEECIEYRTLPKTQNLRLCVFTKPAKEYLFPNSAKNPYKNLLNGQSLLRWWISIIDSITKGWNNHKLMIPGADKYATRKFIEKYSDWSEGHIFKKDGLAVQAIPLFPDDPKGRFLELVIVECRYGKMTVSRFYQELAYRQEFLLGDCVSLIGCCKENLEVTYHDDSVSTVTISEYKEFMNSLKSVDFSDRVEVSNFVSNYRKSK
PvdQ acylase – P. aeruginosa PvdQ acylase inhibitors, primary screen, biochemical, fluorescence, plate reader and imaging, single point | PvdQ acylase [Pseudomonas aeruginosa LESB58] | purified PvdQ acylase | inhibition, % at 10 µM | 0.063% of 340,000 active | AID 488965, 2010; in the data active = inhibition above about 30%, passing the limit was not always enough; inconclusive = no clear call, values can overlap the other calls;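 note: 0% = vehicle neutral wells and 100% = reference inhibitor wells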
HTR5A ag ctr – HTR5A agonists in luminescence cell assay, primary screen, counter-screen for OPRM1-OPRD1 heterodimer agonist project, full-deck HTS | 5-hydroxytryptamine receptor 5A (Homo sapiens), P47898 | cell-based | activation, % at 9.3 µM | 0.61% of 340,000 active; in the data active = activation mostly above about 9.5%, no sharp cut-off; inactive = mostly below about 7.6%;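 note: 0% = cells with vehicle only and 100% = reference agonist; strong numbers were not always called active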
dFosB activator – activators of delta FosB homodimer, primary screen, biochemical, fluorescence polarization, TAMRA-CDK5 oligo, single point; purified delta FosB; percent of positive-control signal above neutral wells; AID 493131, 2011; 0.99% of 340,000 active; activation, % at 25 µM;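 active = mean activation above about 17%, with every replicate also reaching it, limit read from the data, passing the limit was not always enough; inconclusive = only one of the two conditions met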;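 note: fluorescence polarization rise as delta FosB binds a TAMRA Cdk5 AP-1 oligo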
RTF Ca sens act – cardiac RTF calcium sensitivity activators, primary screen, biochemical, IANBD-TnC fluorescence, EC20 calcium; activation, % at 7.2 µM; IANBD-labeled TnC RTF fluorescence at EC20 calcium; 0% EC20 calcium, 100% full calcium; 0.24% of 340,000 active;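 active = activation above the mean over all tested compounds plus 3 SD, cut at about 30% in these data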;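 note: rise in fluorescence read as greater calcium sensitivity of cardiac thin filaments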
SR-BI uptake up – activators of SR-BI mediated DiI-HDL uptake, primary screen, ldlA[mSR-BI] CHO cells, DiI fluorescence. activation, % at 12.5 µM. 3 h; 100 = double the neutral-control signal. 0.096% of 320,000 active;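 active = mean replicate activation of at least 60% and every replicate at or above 60%; inconclusive = mean or all-replicate condition met, but not both; inactive = mean below 60% and not all replicates reaching 60%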;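 note: 0% = median plate neutral-control signal and 100% = twice that signal; values of inactives mirror those of a sister screen read the other way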
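Test system: SR-BI-overexpressing, LDLR-lacking CHO cells; Also added: labelled HDL, 10 µg/mL; Measured by: bottom-read cell fluorescence after medium removal, ex 550/em 595 nm; Timing: 3 h uptake period with compound, 37 °C; Buffer or medium: F12, 0.5% BSA, 25 mM HEPES; Doses: single compound concentration, delivered by pin transfer.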
Wnt bcat act – Wnt/beta-catenin pathway activators, primary screen, cell-based, plate reader, single point | Wnt/beta-catenin reporter cell assay, activator | activation, % at 9.35 µM | 1.2% of 300,000 active | AID 743398, 2014; in the data active = activation above about 30%, passing the limit was not always enough; inconclusive = no clear call, values can overlap the other calls;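 note: 0% = neutral control wells and 100% = positive control wells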
Active calls of the source: *; ? = inconclusive; . = not tested or not shown; & = joins results of further samples.

SMILES	HTR5A ag ctr	MITF act	Rtt109 HAT inh	CDK5 p35 inh	dFosB activator	PvdQ acylase	RTF Ca sens act	SR-BI HDL uptake	Wnt bcat act	SR-BI uptake up
CCC(CC)c1nnc(NC(=O)CCc2ccccc2OC)s1	-2	0	-5	-0.7	-4	-16	-1	.	-2	.
COC(=O)c1ccc(Oc2cc(C)nc(NCc3ccccc3)n2)cc1	3	-6	10	0.0	0	-31	2	24	0	-24
Cc1ccc(OCCNC(=O)c2ccccc2OCc2c(C)noc2C)cc1	-7	-3	-1	0.4	-15	-4	-1	17	-5	-17
Cc1[nH]c(C)c(S(=O)(=O)NCCc2ccccc2)c1C(=O)N1CCCCC1	1	13	2	1.1	-2	-17	0	-11	0	11
CCOC(=O)c1ccc(NC(=O)N2CCCCC2)cc1	4	101*	-9	-0.1	0	-14	11	-122	.	?
NC(=O)COC(=O)/C=C/c1ccc2ccccc2n1	-1	-12	-15	2.2	6	0	-1	-28	48*	28
CCCCC1N2CC3([N+](=O)[O-])CN1CC([N+](=O)[O-])(C2)C3(C)C (configuration not stated)	6	-2	4	-3.2	0	23	6	20	-1	-20
CCN(CC(=O)Nc1ccc(OC)cc1)C(=O)Cc1coc2cc(C)c(C)cc12	-2	5	12	-2.4	-7	-3	-4	18	5	-18
COC(=O)c1c(C)nc2nonc2c1N	-1	3	-52	-1.9	-2	-13	-3	4	1	-4
O=C(C1=C(O)C(=O)N(Cc2cccnc2)C1c1cccc(Oc2ccccc2)c1)c1ccco1 (configuration not stated)	-1	24	-4	-0.8	-12	-9	0	-13	-2	13
CCCCCCCCSc1nnc(/N=C/N(C)C)s1	0	-1	-9	0.5	-8	-10	-2	-28	0	28
CCOc1ccc2oc(C(=O)O)c(C)c2c1	-3	9	-12	-3.3	3	-9	-2	-24	-1	24
CN(CC(=O)Nc1ccc2c(c1)OCCO2)S(=O)(=O)c1cccc2cccnc12	-1	-3	6	-0.1	-3	0	3	7	-2	-7
CCOC(=O)C1=C(Cn2cnc3ccccc32)NC(=O)NC1c1ccc(OC)cc1 (configuration not stated)	.	-4	0	4.6	-1	5	-8	11	-2	-11
CC(CCc1ccccc1)NC(=O)COc1cc(F)ccc1[N+](=O)[O-] (configuration not stated)	0	8	4	0.1	-11	-10	3	9	2	-9
O=C(Nc1ccc2c(c1)OCCO2)c1ccc2ccccc2n1	3	9	-4	0.8	-14	-5	-1	13	-1	-13
Cc1cccc(C(=O)NCCNC(=O)c2ccco2)c1	-2	4	-4	-1.3	0	-20	-11	.	4	.
Cn1cc([N+](=O)[O-])c(C(=O)Nc2ccc(-c3nc4ccccc4[nH]3)cc2)n1	-6	-27	-5	0.7	-4	-2	1	32	24	-32
CCOC(=O)c1sc(NC(=O)CSc2nnc(-c3ccco3)n2CC)c(C(=O)OCC)c1C	-5	16	1	2.4	-25	-7	8	17	0	-17
O=C(CN1C(=O)C(=O)c2ccccc21)c1ccccc1	-5	-5	-10	0.3	1	-5	0	-1	3	1

Continued.
SMILES	HTR5A ag ctr	MITF act	Rtt109 HAT inh	CDK5 p35 inh	dFosB activator	PvdQ acylase	RTF Ca sens act	SR-BI HDL uptake	Wnt bcat act	SR-BI uptake up
O=C(O)Cc1ccc(O)c(O)c1	0	-3	-3	0.7	4	-4	0	-25	0	25
COc1cccc(CN2C(=O)C(C)N(C(=O)c3ccccc3)c3ccccc32)c1 (configuration not stated)	0	-16	-7	0.7	-9	-4	-6	-3	-4	3
Cc1ccc(-n2c(-c3cccnc3)n[nH]c2=S)c(C)c1	-1	.	.	0.2	-1	5	0	-4	.	4
CCN(c1cccc(C)c1)S(=O)(=O)c1cc2c3c(c1)CCN3C(=O)CC2	5	15	-6	-0.4	-8	-12	1	16	-1	-16
Cc1noc(C)c1C(=O)NC(C)c1ccc2c(c1)OCO2 (configuration not stated)	7	-16	-4	-0.8	-6	-11	-3	-30	.	30
CC(=O)N1N=C(c2ccccc2)CC1c1cccs1 (configuration not stated)	1	0	-1	-3.5	-8	-16	2	-3	0	3
COc1ccccc1-c1nnc(N)s1	0	-2	5	-1.0	-2	-2	-1	8	0	-8
COCCNC(=O)C1CC(c2ccccc2[N+](=O)[O-])=NO1 (configuration not stated)	3	15	-4	-0.2	6	3	-7	-25	0	25
COC(=O)c1sc(C(F)(F)F)c(-c2ccccc2)c1S(=O)(=O)NC(C)(C)C	-4	3	-2	0.8	-7	1	-7	2	-3	-2
O=C(COc1ccccc1[N+](=O)[O-])N/N=C/c1ccc(O)c([N+](=O)[O-])c1	-2	-2	-1	-3.2	-9	-1	-6	7	6	-7
O=C1C(=Cc2cccs2)C(=O)c2ccccc21	2	9	3	-0.9	3	3	6	-5	.	5
CC(=NCCc1ccccc1)C1=C(O)C(c2ccccc2)OC1=O (configuration not stated)	3	17	1	0.2	-7	11	7	14	-1	-14
COC(=O)c1nn(-c2ccccc2)c(=O)cc1Oc1ccccc1	4	8	6	0.1	1	-4	9	-21	.	21
CCN(CC)c1nc(-c2cccc(OC)c2O)nc2ccccc12	-2	-18	-5	-0.7	-7	-7	-7	54	0	-54
COc1ccc(Nc2c(-c3ccc(C)cc3)nc3cnccn23)cc1	0	3	12	1.8	-16	-5	-3	.	8	.
CCOc1cc2[nH]c(=O)n(CC3CCC(C(=O)NCCCOC)CC3)c(=O)c2cc1OCC (configuration not stated)	3	3	3	-0.5	6	8	-1	-15	10	15
CS(=O)(=O)N(CC(=O)N1CCN(Cc2ccccc2)CC1)c1ccc(F)cc1	-1	.	1	-0.1	-6	-11	2	-24	-3	24
O=C(C1CCC(=O)N1Cc1cccnc1)N1CCN(c2ccc(F)cc2)CC1 (configuration not stated)	4	.	-37	-1.9	0	-12	1	-20	-4	20
COC(=O)[C@H](CCSC)NC(=O)NCCc1ccccc1F	1	6	-1	0.3	3	-15	7	10	.	-10
COc1ccc(-[n+]2c(C)cc(/C=C3\Sc4ccccc4N3C)cc2C)cc1	-4	-100	74*	3.0	29*	7	44*	25	.	-25

Following part
SMILES	HTR5A ag ctr	MITF act	Rtt109 HAT inh	CDK5 p35 inh	dFosB activator	PvdQ acylase	RTF Ca sens act	SR-BI HDL uptake	Wnt bcat act	SR-BI uptake up
COc1cc(Br)c(Br)c(Br)c1N	3	11	7	1.7	-3	-17	0	-16	-1	16
O=C(Nn1cnnc1)c1ccccc1F	0	11	-2	-0.3	-5	-4	-6	-1	-1	1
O=C(Nn1cnnc1)c1ccc(F)c(S(=O)(=O)N2CCCCC2)c1	1	5	-5	-1.6	1	-11	-1	-5	.	5
O=C(Nc1cccc(S(=O)(=O)N2CCOCC2)c1)c1cc(S(=O)(=O)N2CCOCC2)c(Cl)cc1Cl	3	-5	4	0.2	-12	-3	-7	19	-3	-19
CC(=O)Nc1sc2c(c1-c1nc3ccccc3s1)CN(C(C)C)CC2	-4	-62	-13	0.8	?	10	16	25	58*	-25
C=C(C)CSc1nc2c(c(=O)[nH]c(=O)n2C)n1CCC(C)C	3	5	-7	1.3	-10	-2	-7	-6	-4	6
CCCc1cc(=O)oc2c3c(cc(OCC(=O)N[C@@H](CSC)C(=O)O)c12)OC(C)(C)CC3	-2	1	-1	0.0	-9	-4	22	-9	1	9
COCc1nnc(NC(=O)CSc2ccccc2)s1	-1	.	0	1.9	4	-7	4	-25	.	25
CC(C(=O)Nc1nccs1)c1ccc([N+](=O)[O-])cc1 (configuration not stated)	-6	-7	-25	0.6	-5	-2	-10	-32	.	32
Cc1ccc(NS(=O)(=O)c2ccc3c(c2)oc(=O)n3C)c(C)c1	-2	.	6	-0.1	-8	-1	0	-1	-1	1
CC(C)NS(=O)(=O)c1ccc(OCC(=O)Nc2ccccc2F)cc1	0	-3	.	-0.8	6	-2	-1	-3	0	3
CCCOc1ccc(-c2nnn(CC(=O)Nc3cccc(C(=O)OC)c3)n2)cc1	5	1	-4	-0.4	-3	-12	4	-37	-3	37
COCCNC(=S)NNC(=O)c1cc(C2CC2)nc2ccccc12	4	0	-4	1.3	-12	-9	1	1	1	-1
COc1ccc(NC(=S)Nc2ccccc2)cc1	-3&-1	37&-5	5&-7	0.7&-0.5	6&4	-22&2	-2&7	0&0	3&4	0&0
COc1ccc(N2C(=O)c3ccccc3NC2c2ccc(OC)c(CSc3ccccn3)c2)cc1 (configuration not stated)	1	59	-5	3.0	16	-2	5	-8	7	8
O=C(NCc1ccc(F)cc1)Nc1ccc(Cl)cc1	-3	45	-9	1.0	2	-5	3	.	11	.
O=c1cc(C(F)(F)F)oc2c1ccc1ccccc12	2	.	-5	-1.1	0	-7	1	-12	-3	12
COc1ccc(C(=O)CSc2nnc(CN3CCCCC3)n2-c2ccc(Cl)cc2)cc1OC	-4	5	5	-0.6	-25	-5	6	.	.	.
CCn1c(C)nc2cc(C(=O)N/N=C/c3ccc(N4CCOCC4)cc3)ccc21	8	16	4	-2.6	-6	-10	5	17	1	-17
COc1cccc2oc(CCc3ccccc3)cc(=O)c12	-3	62	-17	-1.9	5	4	-3	-5	18	5

Next part:
SMILES	HTR5A ag ctr	MITF act	Rtt109 HAT inh	CDK5 p35 inh	dFosB activator	PvdQ acylase	RTF Ca sens act	SR-BI HDL uptake	Wnt bcat act	SR-BI uptake up
CC1(C)Cc2cccc(C(=O)Nc3ccncc3)c2O1	-5	1	5	2.8	-6	-10	1	30	22	-30
CSCCC(C(=O)NC1=NCCS1)N1C(=O)c2ccccc2C1=O (configuration not stated)	-1	8	-4	0.5	5	-4	-4	7	.	-7
CCN(CC)c1ccc(/C=C(\C#N)C(=O)NCc2ccccc2)cc1	6	-1	8	1.2	-1	11	36*	34	.	-34
CCn1cc(S(=O)(=O)NC(C)c2cc(OC)ccc2OC)cn1 (configuration not stated)	2	-9	-5	0.5	-8	-5	2	11	-3	-11
COc1cccc(NC(=S)NC(=O)c2cccnc2)c1	-10	7	-6	0.8	0	-22	0	-5	3	5
CC(C)[C@H](NC(=O)OCc1ccccc1)C(=O)NC(C=O)Cc1ccccc1 (some centres not stated)	8	2	-3	-0.2	-4	-8	2	6	.	-6
Cc1c(NC(=O)c2cc(-c3ccc(Cl)s3)nc3ccccc23)c(=O)n(-c2ccccc2)n1C	2	-1	-2	0.4	-15	3	-5	96*	.	-96
